# High-throughput results from PubChem BioAssay.
# KOR beta-arrestin-1 = kappa opioid receptor activators – cell-based, luminescence, uHTS, primary screen (AID 1777) | KOR beta-arrestin recruitment, luminescence; higher % means a stronger effect | one-dose activation, % at 10 µM; EC50 in µM for titrated hits | hit rate 0.02% among 280,000; in the data active = activation above about 50%, passing the limit was not always enough; also: a part of the inactive calls stands beside numbers as strong as those of hits
# NOD2 inhibition = inhibition of NOD2-driven NF-kB reporter – cell-based, luminescence, uHTS, HEK293 (AID 1566); HEK293 NOD2/NF-kB luciferase reporter, luminescence; higher % means a stronger effect; inhibition, % at 4 µM, or EC50 in µM where a hit was titrated; hit rate 0.63% among 290,000; also: many of its hits are not listed in these tables
# HIV peptide binding = inhibitors of HIV fusion peptide binding, primary screen, biochemical, uHTS, fluorescence dequenching (AID 1986); cell-free peptide binding, fluorescence dequenching, 30 min; higher % means a stronger effect; one-dose inhibition, % at 20 µM; IC50 in µM for titrated hits; hit rate 0.3% among 290,000; in the data active = inhibition mostly above about 52%, no sharp cut-off; inactive = mostly below about 76%; also: some results filed as inactive read as strong as hits
# KOR beta-arrestin-2 = kappa opioid receptor blockers – cell-based, luminescence, uHTS (AID 1778); KOR beta-arrestin recruitment, luminescence, antagonist mode; higher % means a stronger effect; inhibition, % at 10 µM, or IC50 in µM where a hit was titrated; hit rate 0.091% among 290,000; also: strong numbers were not always called active
# NS5 inhibitors = flavivirus cap methylation enzyme inhibition – biochemical, confirmation dose response, primary screen (AID 588689). Dengue-2 NS5 methyltransferase capping enzyme assay, biochemical; higher % means a stronger effect. one-dose inhibition, % at 25 µM; IC50 in µM for titrated hits. hit rate 0.3% among 340,000; in the data active = a potency from the dose series; inconclusive = inhibition above about 29% without an active follow-up result
# NOD1 inhibition = inhibition of NOD1-driven NF-kB reporter – cell-based, luminescence, uHTS, primary screen (AID 1578); NOD1-driven NF-kB luciferase reporter cells, luminescence; higher % means a stronger effect; inhibition, % at 4 µM, or EC50 in µM where a hit was titrated; hit rate 1% among 290,000; in the data active = inhibition mostly above about 36%, no sharp cut-off; inactive = mostly below about 34%;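 also: HEK-293T reporter cells stimulated with the NOD1 agonist gamma-tri-DAP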
# AID2073 = disruptors of CaV2.2 binding to Mint1 – biochemical, HTRF (AID 2073). HTRF protein-protein interaction, Mint1-CaV2.2; higher % means a stronger effect. inhibition, % at 20 µM, or IC50 in µM where a hit was titrated. hit rate 0.19% among 290,000; in the data active = inhibition mostly above about 51%, no sharp cut-off; inconclusive = no clear call, values can overlap the other calls; inactive = mostly below about 53%; also: some results filed as inactive read as strong as hits
# Yfh1-depleted yeast = enhancers of respiration in Yfh1-depleted yeast, dose response, Friedreich's ataxia, plus single-dose screen (AID 1465). hit rate 0.074% among 220,000. one-dose fold induction at 50 µM; EC50 in µM for titrated hits. S. cerevisiae Yfh1-off respiration, WST-1 reduction, 72 h; higher fold induction means a stronger effect;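 active = fold induction of absorbance versus untreated yeast above a set limit, then at least 30% activation at any dose in follow-up; inconclusive = repeats straddling the limit, or above it without dose testing; inactive = fold induction below the set limit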;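 also: activators that raise dye reduction in frataxin-depleted yeast; strong numbers were not always called active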
# West Nile antiviral = West Nile virus antiviral activity, cell-based, CPE readout (AID 1621); West Nile virus-infected cells, CPE inhibition; higher % means a stronger effect; one-dose CPE inhibition, % at 10 µM; IC50 in µM for titrated hits; hit rate 0.02% among 290,000; in the data active = a potency from the dose series; inconclusive = CPE inhibition mostly from about 3.7% at the one dose, without a potency; inactive = the rest, 99 in 100 with CPE inhibition below about 2.2%; also: strong numbers were not always called active
# NS5 inhibitors pilot replicate = also measured in NS5 inhibitors; calls as there; inhibition, %; measured here: pilot screen replicate inhibition
# Starred values were filed as active, the others as inactive; i = inactive; ? = inconclusive; . = no result given; & = joins results of further samples; ! = not active in a repeat; [ ] = dose if it differs, or a comment. Rule as the data show it, unless noted: active = inhibition above about 50%; inactive = the rest. An excerpt; count on the stated rates, not on these rows.
SMILES,KOR beta-arrestin-1,NOD2 inhibition,HIV peptide binding,KOR beta-arrestin-2,NS5 inhibitors,NOD1 inhibition,AID2073,Yfh1-depleted yeast,West Nile antiviral,others
Cc1cc2nc(CS(=O)(=O)c3ccccc3)cc(=O)n2[nH]1,-1.2%,-3%,2.0%,-28%,.,-24%,-8%,i,0.2%,
Cc1ccc(S(=O)(=O)NC2(C(F)(F)F)NC(=O)N(CCc3ccccc3)C2=O)cc1 (configuration not stated),-3.5%,11%,1.1%,-17%,-6%,-28%,2%,i,0.3%,
COC(=O)c1sccc1NC(=O)CSc1nnnn1-c1ccccc1F,-1.0%,-4%,0.7%,20%,-3%,-27%,4%,i,0.2%,
O=C(NC1CCCCCCC1)C1c2ccccc2C(=O)N1Cc1ccco1 (configuration not stated),0.8%,12%,-0.3%,9%,-2%,-5%,0%,i,-0.4%,
O=C(NCC(=O)N1CCN(c2ccccc2)CC1)c1ccc(Br)o1,0.4%,2%,-0.4%,16%,-5%,-22%,-3%,.,-0.6%,
COc1ccc(CCNC(=O)c2ccc(CNc3c(N4CCOCC4)c(=O)c3=O)cc2)cc1OC,-1.7%,0%,0.4%,-10%,-7%,-23%,5%,i,0.2%,
Cc1c(C(=O)N(C)Cc2ccc(OC(F)F)cc2)oc2ccccc12,0.7%,10%,-1.6%,5%,-12%,0%,4%,.,-0.5%,
Cc1cccc(NC(=S)N2CCCCCC2)c1C,-1.1%,1%,-0.9%,-10%,0%,2%,-1%,.,-0.5%,
CS(=O)(=O)N1CCC(C(=O)Nc2ccccc2F)CC1,-1.8%,-2%,-2.0%,22%,0%,-17%,-4%,i,0.0%,
Nc1sccc1C(=O)c1ccc(Cl)cc1,-1.4%,-42%,14%,8%,-3%,.,-16%,i,-0.7%,
COc1ccc2nc3oc(C(=O)N4CCN(c5cccc(C(F)(F)F)c5)CC4)cc3cc2c1,-0.4%,4%,0.3%,-37%,-8%,-5%,7%,i,0.3%,
COCCCNC(=O)c1c(N)n(/N=C/c2cccnc2)c2nc3ccccc3nc12,5.1%,15%,-2.1%,-35%,-2%,11%,12%,.,.,
O=C(NCCc1ccc(F)cc1)c1cccc(NC(=O)c2ccccc2)c1,-2.8%,2%,1.2%,-9%,-1%,32%,6%,.,-0.1%,NS5 inhibitors pilot replicate=4.5
COc1ccc2c(c1[N+](=O)[O-])CCC/C2=N/OC(=O)c1cccc2ccccc12,-1.0%,6%,-1.0%,-6%,10%,-9%,-10%,i,0.1%,
COc1ccc(N(CC(=O)N2CCN(C)CC2)S(=O)(=O)c2ccccc2)cc1,1.5%,-1%,0.9%,29%,-8%,-35%,13%,.,1.1%,
COc1ccc(Cl)cc1-c1nc(SCC(=O)NC(C)C)n[nH]1,-6.6%,20%,0.0%,5%,-2%,-16%,-5%,i,.,
O=c1nccc(N/N=C/c2ccccc2)[nH]1,0.1%,-29%,-2.2%,14%,-8%,11%,10%,.,-0.1%,
CCn1cc(CN2CCC(n3nccc3NC(=O)CCOc3ccccc3)CC2)c(C)n1,-4.0%,10%,-1.0%,11%,1%,-10%,-1%,.,-0.7%,
CCOC(=O)c1c(C)n(O)c2ccc(Cl)cc2c1=O,4.3%,12%,0.8%,-9%,5%,15%,14%,i,-0.6%,NS5 inhibitors pilot replicate=-0.6
Cc1ccc(S(=O)(=O)N2CCN(C(=O)CC3CCCC3)CC2)cc1,-0.7%,17%,1.0%,5%,-4%,-11%,0%,i,-0.5%,

# An excerpt from further up:
SMILES,KOR beta-arrestin-1,NOD2 inhibition,HIV peptide binding,KOR beta-arrestin-2,NS5 inhibitors,NOD1 inhibition,AID2073,Yfh1-depleted yeast,West Nile antiviral,others
COc1ccc(Cl)cc1-c1nc(SCC(=O)NC(C)C)n[nH]1,-6.6%,20%,0.0%,5%,-2%,-16%,-5%,i,.,
O=c1nccc(N/N=C/c2ccccc2)[nH]1,0.1%,-29%,-2.2%,14%,-8%,11%,10%,.,-0.1%,
CCn1cc(CN2CCC(n3nccc3NC(=O)CCOc3ccccc3)CC2)c(C)n1,-4.0%,10%,-1.0%,11%,1%,-10%,-1%,.,-0.7%,

# More structures follow.
SMILES,KOR beta-arrestin-1,NOD2 inhibition,HIV peptide binding,KOR beta-arrestin-2,NS5 inhibitors,NOD1 inhibition,AID2073,Yfh1-depleted yeast,West Nile antiviral,others
Cc1ccc(C2CC(=O)NC3=C2C(=O)CCC3)cc1Br (configuration not stated),-4.2%,9%,-2.0%,7%,-6%,6%,-7%,i,-0.2%,
COc1cccc(/C=N/NC(=O)c2ccc(=O)[nH]n2)c1O,-1.3%,6%,0.7%,8%,-4%,-5%,0%,i,-0.6%,
COc1cc2cc(C)c3nnc(SCC(N)=O)n3c2cc1OC,6.5%,2%,-1.8%,-27%,.,5%,9%,.,.,
CCOc1cccc(-c2cc(-c3n[nH]c(=S)n3CC)c3ccccc3n2)c1,6.3%,-13%,4.9%,-67%,-5%,52%,9%,?,2.0%,
COc1cc(CNCCSc2nnnn2C)cc(Br)c1OCc1ccccc1F,-1.2%,3%,-0.4%,13%,-1%,-9%,-4%,i,-0.3%,
COc1ccc(C)cc1N(CC(N)=O)S(=O)(=O)c1ccc(C)cc1,-4.0%,-5%,-0.7%,13%,3%,-4%,-5%,i,-0.3%,
COc1cc(NC(=O)c2ccc3snnc3c2)cc(OC)c1,1.5%,-14%,0.7%,22%,-6%,7%,-5%,i,0.1%,
O=C(Nc1cccc([N+](=O)[O-])c1)N1CCCCCC1,6.0%,8%,0.0%,-16%,-1%,-22%,13%,.,-0.3%,
Cc1ccc(-c2nn(C)c(=O)c3ccccc23)cc1CNC(=O)Cn1nc(-c2ccccc2)c2ccccc2c1=O,1.2%,10%,-0.1%,-11%,.,13%,16%,.,.,
Cc1cc(C)c(C#N)c(SCC(=O)CC(=O)OC(C)C)n1,-1.4%,-8%,2.2%,20%,-5%,-12%,5%,i,0.4%,
Cc1nn(C)c(=O)n1N(C)c1ncc(C(F)(F)F)cc1Cl,-4.2%,0%,0.2%,-3%,-8%,-29%,28%,i,-0.1%,
CC(C)NC(=O)C1CCN(C2CCN(C(=O)c3cc4c(s3)CCCCC4)CC2)CC1,2.4%,17%,-0.2%,-46%[20 µM],-13%,-14%,-10%,i,-0.6%,
Cc1ccc(N(CC(=O)Nc2ccc(S(=O)(=O)N3CCOCC3)cc2)S(C)(=O)=O)cc1C,-4.2%,15%,3.4%,6%,-14%,-2%,4%,i,-0.8%,
O=C(NCC1(c2ccccc2)CCOCC1)c1cccs1,-1.8%,8%,1.5%,-8%[20 µM],5%,-12%,7%,i,-0.1%,
Cc1ccc(NC(=O)CNc2ccc(OC(C)C)cc2)c(C)c1,-4.2%,3%,-2.4%,28%,?,-46%,-5%,i,-0.8%,
CC(O)[C@H]1CNC(=O)C(=O)N1CCCCC1CCCCC1 (some centres not stated),4.1%,2%,-0.1%,15%,-2%,-9%,4%,i,0.0%,
Cc1ccc(S(=O)(=O)Nc2nc3ccccc3nc2NCC2CCCO2)c(C)c1 (configuration not stated),0.1%,14%,0.9%,20%,-4%,-2%,22%,i,-0.1%,
COc1ccc2c(c1)c(C(=O)CN1CCN(c3ccccc3)CC1)c(C)n2C,4.6%,5%,-1.5%,19%,.,-5%,10%,i,-0.8%,
CCOC(=O)N1CCN(CC(=O)Nc2c(C(=O)OC)[nH]c3cccc(Cl)c23)CC1,-2.1%,8%,2.2%,-14%,-4%,-9%,2%,i,0.7%,
COc1ccc(NC(=O)C2(c3ccc(NC(=O)c4ccc(OC(C)=O)cc4)cc3)CCCC2)cc1,3.1%,-2%,-2.4%,-11%,-3%,6%,17%,i,-0.1%,
COc1cc(C(=O)Nc2cccc(-c3nc4ncccc4o3)c2C)cc(OC)c1OC,0.1%,4%,-0.6%,-6%,3%,-29%,24%,i,0.2%,
Cc1cc(=O)oc2cc(Oc3ccc(C(N)=O)cc3[N+](=O)[O-])ccc12,5.1%,5%,-1.2%,-6%,-3%,-9%,10%,i,0.6%,
CCCC(=O)NC(=S)Nc1cccc(Cl)c1N1CCCCC1,-3.7%,-12%,4.2%,27%,0%,-26%,-7%,i,2.2%,
O=C(O)CSc1cccc2cccnc12,-5.7%&0.1%,1%&3%,1.1%&-4.1%,-13%&-59%,0%&-3%,65%*!,10%&-3%,i,0.0%&0.1%,
S=c1[nH]nc(CCCc2n[nH]c(=S)o2)o1,4.0%,0%,-1.4%,28%,0%,-12%,-1%,i,-0.2%,
COc1ccc(NC(=O)CC2C(=O)N(C)C(=S)N2CCc2ccc(F)cc2)cc1 (configuration not stated),-3.3%,7%,8.4%,-6%,.,-8%,-5%,i,-1.4%,
CCN(CC)CCCOC(=O)C(c1ccccc1)c1ccccc1,0.6%,5%,0.4%,15%,-1%,-40%,28%,i,-0.5%&0.2%,
O/N=C/c1cn(-c2ccccc2)nc1-c1cccnc1,5.4%,28%,0.3%,-43%,-9%,20%,-5%,i,1.4%,
CCC(NC(=O)c1ccccc1NC(=O)c1ccccc1)C(=O)NNC(=O)CSc1nc2ccccc2o1 (configuration not stated),5.1%,0%,11%,-18%,-1%,-34%,3%,i,1.3%,
C=CCOc1cccc(CNc2ccc3[nH]c(=O)[nH]c3c2)c1,4.1%,1%,1.3%,-27%,-2%,-34%,-22%,i,0.3%,
O=C(O)c1ccc2c(=O)n(-c3ccccc3F)c(=S)[nH]c2c1,-1.7%,15%,2.6%,12%,-5%,-23%,-12%,i,0.1%,
COC(=O)Cc1cc(=O)n(-c2nc3ccccc3[nH]2)[nH]1,-5.0%,1%,32%,21%,-3%,-29%,23%,?,-0.2%,
C[C@@H]1C=C(C(=O)NCc2nc3ccccc3[nH]2)O[C@H](OCc2ccc(CO)cc2)C1,0.6%,-5%,1.3%,-7%,-2%,-9%,6%,i,-0.9%,
COc1ccc(-n2cc(CN(C)C3CCOCC3)c(-c3cccc(F)c3)n2)cc1,-0.2%,10%,0.8%,-20%,4%,-21%,20%,i,-0.5%,
COC(=O)c1c(-c2ccc(Br)cc2)noc1N,2.4%,4%,0.1%,-49%,-1%,-6%,0%,i,0.6%,
O=C(/C=C\c1ccco1)Nc1nc(-c2ccccc2)cs1,2.0%,-20%,3.0%,4%,-4%,8%,0%,i,-1.2%,
NC(=O)c1nn2c(C(F)(F)F)cc(-c3ccccc3)nc2c1Br,-0.3%,-5%,1.6%,-26%[20 µM],2%,7%,6%,.,1.3%,NS5 inhibitors pilot replicate=0.9
Cc1cc(C)c(C(=O)NNC(=O)c2cccnc2)c(C)c1,-3.4%,17%,-1.1%,5%,-1%,-30%,12%,.,0.0%,
COc1cc(NC(=O)c2cc3nc(-c4ccccc4)cc(-c4ccccc4)n3n2)cc(OC)c1OC,4.3%,22%,1.9%,-28%,1%,6%,21%,i,2.0%,
CN(C)S(=O)(=O)c1cccc(NC(=S)N/N=C/c2cccc(O)c2)c1,-4.7%,32%,-1.7%,-39%[20 µM],-13%,-14%,1%,i,-0.2%,
COc1ccc(CCn2c(=N)c(C(=O)NCc3ccco3)cc3c(=O)n4ccccc4nc32)cc1,4.6%,1%,3.5%,-35%,3%,-3%,17%,.,.,
